T cell HTS = T cell immune modulation candidate; 2C CD8+ T cell-vesicle binding, flow cytometry; hits give low values; calls only at 7 µM; 330,000 compounds, 0.068% hits;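 active means response, share of CD8 T cells binding vesicles, and their 90th percentile fluorescence all below set limits, cut at about 80% in these data, passing the limit was not always enough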
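Also added: QL9-peptide-loaded Drosophila micro-vesicles bearing Ld, ICAM-1 and B7-1; Test system: purified 2C TCR transgenic mouse naive CD8+ T cells; Measured by: cytometric PE anti-B7-1 and Alexa647 anti-CD8 signals after 1% paraformaldehyde fixation; Timing: binding step 1.5 h, 37 °C, antibody labelling 20 min, ice.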
MT stabilize HCS = microtubule stabilizers in HeLa cells. % tubulin-high responders, % at 10 µM. HeLa tubulin immunostaining HCS, 24 h; share of cells brighter than vehicle mean+2SD. 200,000 compounds, 0.83% hits. AID 2205;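 active means plate Z-score above 3 for both tubulin-high and condensed-nucleus cell shares, with cell loss under 80%, at 10 µM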;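 further: anti alpha tubulin signal scored within the nucleus-defined area of each cell; some results filed as inactive read as strong as hits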
Autophagy HCS = alters autophagy in cells; MEF GFP-LC3 puncta imaging; test concentration mostly 10 µM; calls only at 10 µM (by protocol); 190,000 compounds, 0.98% hits; AID 463193;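 active means percentage of spot-positive cells more than 3 SD above its plate mean, without a fluorescence outlier flag or 80% toxicity; inconclusive means no clear call, values can overlap the other calls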;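 further: spot-positive cell cutoff set from DMSO-treated cells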
Lipid droplet = hepatic lipid droplet formation modulation. AML12 mouse hepatocytes, oleate lipid droplets, BODIPY imaging. inhibition, % at 6.5 µM. 240,000 compounds, 0.4% hits;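 active means lipid droplet intensity inhibited by at least 50%, with more than 500 cells counted; inconclusive means wells with under 300 cells, treated as cytotoxic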
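Assay system: AML12 hepatocytes (mouse); Probe or stimulus: oleic acid at 100 µM to induce lipid droplet formation; Dosing: compound at 6.5 µM only; Schedule: compound with oleate, overnight; Detection: fluorescence imaging, 20x objective, two fields per well; Measure: % inhibition of lipid droplet signal.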
Salmonella PhoP GFP = PhoP-dependent GFP reporter repression – Salmonella Typhimurium, primary screen (AID 1863). one-dose inhibition, % at 50 µM; IC50 in µM for titrated hits. 300,000 compounds, 0.16% hits. S. Typhimurium PhoP-regulated promoter GFP reporter, 4 h; higher % means a stronger effect;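 active means inhibition over 29.93%, a cutoff 3 SD above the screen mean, later confirmed by dose response; inconclusive means inhibition over 29.93% but no dose response follow-up; inactive means inhibition at most 29.93% or unconfirmed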;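 further: 0% = low Mg2+ inducing control and 100% = high Mg2+ repressing control; strong numbers were not always called active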
Dynein cargo inh = dynein cargo transport inhibition; 3617.4 mouse cells, GR-EGFP nuclear translocation imaging; test concentration mostly 20 µM; stimulated with dexamethasone, 1 µM; hits give low values; z-score, hits read low; AID 1381; 220,000 compounds, 0.47% hits;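 active means plate z-score of nuclear minus cytoplasmic receptor signal below a set negative limit, without overly bright fluorescence or cell loss, cut at about -3.5 in these data, passing the limit was not always enough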;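 further: z-score of nuclear minus cytoplasmic ring GR-EGFP intensity difference per well; some compounds called inactive have numbers as strong as hits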
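Buffer or medium: tetracycline-free induction medium containing charcoal-stripped FBS / Reagent: dexamethasone agonist, 1.0 µM final, for 30 min / Technique: automated 10x imaging of fixed Hoechst-stained cells / Times: induction 48 h, compound 1 h, agonist 30 min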
CSM14.1 death rescue = rescue of cells from ER stress-induced death, primary screen, 384-well, CSM14.1, thapsigargin, ATP luminescence (AID 1222). CSM14.1 thapsigargin-induced death rescue, ATP luminescence; higher % means a stronger effect. one-dose cellular ATP content (survival), % at 20 µM; EC50 in µM for titrated hits. 190,000 tested, under 10 active;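 active means EC50 below 50 µM in the dose-response confirmation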;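 further: death triggered by thapsigargin at about 15 µM added after 2 h compound pretreatment; cell ATP read after overnight thapsigargin exposure of roughly 18 to 22 hours; normalized against plate controls of thapsigargin alone and 5% DMSO vehicle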
bCat nuc transl = modulators of beta-catenin nuclear translocation; 190,000 compounds, 0.3% hits; nuclear translocation activity, % at 5 µM; HeLa beta-catenin nuclear translocation, immunofluorescence imaging;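 active means nuclear translocation activity above 50% at 5 µM, with a well cell count of 50 or more; inconclusive means wells under 50 cells across six images, flagged as toxic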;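 further: per-cell ratio of nuclear to cytoplasmic median beta-catenin stain intensity; plate controls were DMSO negative control for no effect and GSK-3 inhibitor IX positive control for full effect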
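test system = HeLa cells, endogenous beta-catenin | dosing = single 5 µM dose plus 0.02–20 µM confirmation series | times = compound treatment 24 h, 37°C, 5% CO2 | technique = beta-catenin immunofluorescence imaging with DAPI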
Insulin prom up = MIN6 insulin promoter up-regulation; MIN6 insulin promoter-GFP reporter, high-content imaging; hits give high values; z-score at 5 µM; 190,000 compounds, 0.3% hits; AID 1625;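 active means z-score above 3 at 5 µM with at least 500 cells counted in the well; inconclusive means wells under 500 cells, flagged as cytotoxic or low count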
Dynein cargo inh cytoplasmic EGFP = second read-out of Dynein cargo inh, no call of its own (marks repeat the call); z-score; measured here: cytoplasmic GR-EGFP intensity; hits give high values
Dynein cargo inh nuclear GR-EGFP = further read-out of Dynein cargo inh, marked with its call; z-score; measured here: nuclear GR-EGFP intensity;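 lower value marks the stronger effect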
Dynein cargo inh cell count = recorded beside Dynein cargo inh, whose call it bears; z-score; measured here: cell count per field
Insulin prom up cell count = also measured in Insulin prom up; calls as there; cell count; measured here: cytotoxicity, nuclei count;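 total cells summed across four imaged fields per well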
Lipid droplet cells 6.5 µM = second read-out of Lipid droplet, no call of its own (marks repeat the call); cell count; measured here: cell count, cytotoxicity flag;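 cells counted across two imaged fields per well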
bCat nuc transl cell count 5 µM = recorded beside bCat nuc transl, whose call it bears; cell count; measured here: cell count, cytotoxicity flag
T cell HTS vesicle-bound % = second read-out of T cell HTS, no call of its own (marks repeat the call); double positive events, %; measured here: CD8+ vesicle-bound cell fraction;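 binding gate set so that unloaded-vesicle control wells show 10% double positive cells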
MT stabilize HCS Hoechst-high % = recorded beside MT stabilize HCS, whose call it bears; % Hoechst-high responders; measured here: nuclear condensation Hoechst responders;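 share of cells brighter than vehicle mean plus two SD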
MT stabilize HCS cytotoxicity % = further read-out of MT stabilize HCS, marked with its call; toxicity, %; measured here: cytotoxicity by cell density;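 0% = mean cell density of plate MIN control wells and 100% = no cells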
Autophagy HCS cell loss 18 h = further read-out of Autophagy HCS, marked with its call; toxicity, %; measured here: cell loss, nuclei count;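 cell loss after 18 h compound exposure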
* hit, by the source's call; i = inactive; ? = inconclusive; nt = no result given; + = active, no number.

SMILES	T cell HTS	T cell HTS vesicle-bound %	MT stabilize HCS	MT stabilize HCS Hoechst-high %	MT stabilize HCS cytotoxicity %	Autophagy HCS	Autophagy HCS cell loss 18 h	Lipid droplet	Lipid droplet cells 6.5 µM	Salmonella PhoP GFP	Dynein cargo inh	Dynein cargo inh cytoplasmic EGFP	Dynein cargo inh nuclear GR-EGFP	Dynein cargo inh cell count	CSM14.1 death rescue	bCat nuc transl	bCat nuc transl cell count 5 µM	Insulin prom up	Insulin prom up cell count
Cc1ccc(N=C2SC(C(=O)O)CC(=O)N2C)cc1C (stereo unspecified)	i	63.7	0.9	1.5	2.2	i	1.1	6.3	715	3.1%	0.675	-0.184	0.264	-0.543	1.8%	-2.7	1079	0.99	1496
O=C(Cn1nc(C(=O)O)c2ccccc2c1=O)NCC1CCCO1 (stereo unspecified)	i	54.2	3.3	2.0	4.1	i	-7.8	9.8	652	-4.1%	-1.17	0.0414	-0.0893	0.372	0.8%	-1.8	1110	0.1	1902
Cn1c(CN2CCCC2)nc2cc(NC(=O)COc3ccc(Cl)cc3)ccc21	i	46.3	2.1	1.2	31.0	i	2.6	-7.3	723	-2.3%	-0.808	-0.24	-0.163	-0.295	-0.3%	0.6	1037	0.05	1284
CCOc1cc(/C=N/NC(=O)Cn2nc([N+](=O)[O-])cc2C)cc(Br)c1OCc1ccccc1C	i	34.5	2.8	2.0	6.2	i	-1.1	8.5	781	-1.7%	-0.269	-0.324	-0.0907	0.35	-0.6%	nt	nt	-0.67	869
C/C(CCN1CCc2nc(-c3ccccc3)c(-c3ccccc3)cc2C1)=N\O[C@@H](C)c1cc(-c2c(C)cc(C)cc2C)no1	i	42.6	2.8	2.5	9.1	i	-52.1	-5.0	676	-3.1%	-1.21	-0.158	0.0291	0.657	-2.6%	nt	nt	-0.01	1124
CC(=O)Oc1ccc(C(=O)O)cc1OC(C)=O	i	32.3	2.7	2.3	1.3	i	-1.2	nt	nt	1.8%	-0.341	-0.209	-0.0148	0.939	-0.3%	1.7	1183	1.84	932
O=C(Nc1ccc2oc(=O)ccc2c1)c1ccco1	i	45.9	4.3	2.9	9.9	i	13.8	nt	nt	-2.1%	-0.322	-0.194	0.123	0.252	-2.8%	-3.3	890	1.14	1183
O=C(CSc1nnc(-c2ccc(F)cc2)c2ccccc12)Nc1ccccc1	i	13.7	5.6	8.6	0.3	i	4.7	-1.7	648	-9.5%	-0.989	-0.31	-0.805	1.38	4.7%	1.4	1043	-0.48	1406
COC(=O)c1ccc2c(c1)NC(=O)C(N(CC(C)C)CC(C)C)S2 (stereo unspecified)	i	40.6	nt	nt	nt	nt	nt	83.6*	578*	-2.8%	0.624	0.0893	1.24	-1.76	nt	0.0	1296	0.89	1047
COc1ccccc1Cn1c(=S)[nH]c2cc(C(=O)NCc3cccnc3)ccc2c1=O	i	60.0	1.8	1.2	1.8	i	-8.0	1.6	660	4.1%	-0.637	-0.134	-0.478	-0.781	-0.4%	-2.6	1077	0.08	1081
O=C1CC(N(O)c2ccccc2)C(=O)N1Cc1ccccc1 (stereo unspecified)	i	37.5	2.5	3.9	3.7	i	21.7	nt	nt	-6.1%	-0.505	-0.173	0.22	0.267	-0.4%	2.4	1161	-0.48	1088
NS(=O)(=O)c1ccc(NC(=S)NC2CC2)cc1	i	27.9	4.4	1.4	5.1	i	-4.3	0.0	631	-1.4%	0.856	-0.336	0.288	-0.732	-0.8%	0.3	1349	0.94	1396
O=C(NN=C1CCCCCC1)c1cn(-c2ccccc2)nc1-c1ccccc1	i	36.4	1.7	1.6	3.5	i	11.6	nt	nt	20.0%	1.05	-0.165	2.1	-1.37	-2.8%	nt	nt	-0.56	1411
S=C(NC1CCCC1)N1CCN(c2ccc(Cl)cc2)CC1	i	38.0	1.5	1.7	1.0	i	7.6	-13.1	740	-7.7%	-0.292	-0.251	-0.231	0.676	0.4%	1.0	1446	-1.15	1470
O=C1CC(C(=O)NCc2ccccc2)C2(CCCC2)O1 (stereo unspecified)	i	12.0	5.4	3.2	5.6	i	1.5	nt	nt	0.2%	-0.489	-0.35	-0.126	0.1	2.0%	-2.5	890	0.28	1470
COc1ccc(-c2cc3ncc(-c4ccccc4)c(N)n3n2)cc1	nt	nt	2.2	1.6	1.1	i	25.9	8.6	687	-2.4%	-0.615	-0.298	0.0295	0.167	-0.9%	0.0	994	-0.56	1206
CCCCN1CC(O)=C(c2nc(-c3ccc(Cl)cc3)cs2)C1=N	i	10.1	2.3	2.2	8.0	+	-4.2*	1.5	803	-4.4%	-0.478	-0.143	-0.428	0.2	-1.4%	nt	nt	-0.88	913
Cc1ccc(CNC(=O)CN(C)S(=O)(=O)c2cccc3cccnc23)cc1	i	36.4	3.7	2.2	11.5	i	-6.2	nt	nt	-6.9%	0.797	-0.387	0.485	1.26	0.5%	1.2	1167	1.19	877
CCC(C)(C)C(=O)Nc1cc([N+](=O)[O-])ccc1Cl	i	31.8	3.2	1.9	1.3	i	-20.7	-1.2	628	8.9%	1.78	-0.315	0.797	0.107	-0.5%	1.0	931	-0.03	1281
COc1ccc(-c2nnc(SCc3nc4ccccc4c(=O)[nH]3)o2)cc1	i	28.2	nt	nt	nt	nt	nt	-0.5	702	-2.0%	-0.448	-0.234	-0.258	0.946	nt	-0.8	1089	-0.55	1433
N#C/C(=C\c1ccco1)C(=O)Nc1cccc2ncccc12	i	60.3	6.8	3.7	6.1	i	3.7	-23.9	625	-5.3%	-0.131	-0.229	0.226	-0.37	-2.3%	1.2	1022	0.05	1211
COC(=O)C1=C(C)N(CC2CCCO2)C(=O)/C1=C\c1ccc(O)cc1 (stereo unspecified)	i	54.2	2.4	2.9	6.4	i	2.2	6.1	779	-0.2%	-1.28	0.817	-0.357	0.84	-5.1%	-6.5	1064	0.24	918
O=C(COC(=O)c1sc2ccccc2c1Cl)NCC1CCCCC1	i	28.0	3.9	3.6	11.4	i	-10.0	4.6	676	-7.7%	-0.704	-0.232	-0.493	0.066	-2.0%	3.6	1041	-0.25	1550
CCOC(=O)c1cnn(-c2ccccc2)c1NC(=O)c1cccs1	i	49.4	6.1	1.5	3.7	i	-0.7	nt	nt	-4.1%	-0.36	-0.234	0.0236	0.705	2.4%	-1.0	1155	-1.43	1077
COC(=O)CNC(c1ccccc1)c1cc(Cl)ccc1NC(=O)c1cccc(Cl)c1 (stereo unspecified)	i	33.2	2.8	1.7	3.6	i	-11.8	-18.0	587	0.7%	-0.797	-0.302	-0.607	0.439	-5.9%	-2.8	582	-0.46	1250
CCOC(=O)c1c(C)n(-c2ccc(C)cc2)c2ccc(O)c(CN(C)C)c12	i	39.2	3.8	1.5	9.6	i	14.9	-17.6	708	-3.9%	-1.02	-0.136	-0.433	1.11	-3.3%	0.5	1430	-2.24	921
Nc1ccccc1-c1n[nH]c(=S)s1	nt	nt	3.1	3.2	8.9	i	-2.7	11.0	683	-10.6%	-0.946	-0.307	-0.0989	0.654	-1.6%	-2.3	1121	-0.38	1203
O=C1/C(=C\c2ccc(O)cc2)SC(=S)N1c1cccnc1	i	41.1	4.0	2.6	4.5	i	-4.4	4.6	689	-6.2%	-1.3	-0.289	-0.55	1.44	-0.8%	0.8	1034	0.41	1444
Cc1ccc(C(=O)COC(=O)C2C3C=CC(C3)C2C(=O)OCC(=O)c2ccc(C)c(C)c2)cc1C (stereo unspecified)	i	51.1	2.5	1.2	4.1	i	12.8	nt	nt	3.2%	-0.292	-0.189	-0.233	0.224	-2.5%	2.3	1386	?	nt
COc1ccc(N(CC(=O)O)S(=O)(=O)c2ccc(C)cc2)cc1Cl	i	52.3	3.9	1.5	3.0	i	9.1	10.3	609	-0.8%	-0.471	-0.22	-0.0677	0.435	-1.4%	-0.1	1469	0.41	1483
Cn1c(Oc2ccc3c(c2)OCO3)nc2c1c(=O)n(Cc1ccccc1)c(=O)n2C	i	52.5	2.0	1.6	8.5	i	11.2	nt	nt	-2.4%	-0.597	-0.0746	0.403	0.652	-1.6%	0.2	1294	-0.36	1562
Cc1ccc(S(=O)(=O)NN2C(=O)/C(=C/c3cccn3C)SC2=S)cc1	i	36.7	3.8	2.6	14.0	i	24.1	-1.2	598	17.3%	0.57	0.25	0.713	-1.32	-2.9%	-3.5	1158	0.95	1515
COc1ccc(N2C(=O)CC(Sc3n[nH]c(-c4ccc(C)cc4)n3)C2=O)cc1 (stereo unspecified)	i	4.0	2.4	1.7	4.3	i	0.0	9.8	719	-8.6%	-0.443	-0.243	-0.0857	0.588	-0.4%	0.1	1490	0.49	1445

Source: PubChem (several laboratories)

This is a random part of the collection. Share with any hit: about 3%.
